Source: PubChem BioAssay (National Center for Advancing Translational Sciences (NCATS))
TbPYK inhibitor: blocks Trypanosoma brucei pyruvate kinase; Q57TT1; TbPYK enzyme, Kinase-Glo Plus ATP luminescence, 45 min; Potency, µM (top dose mostly 76.8 µM), for inactives: at the highest dose activity, negative = inhibition, most hits filed as inhibitors; hit rate 0.12% among 410,000; AID 624173; further: nearly all actives have a fitted effect of over 50% in size
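Assay buffer: 50 mM TEA pH 7.2, 100 mM KCl, 10 mM MgCl2, 0.05% BSA, 0.01% Tween-20. Pyruvate kinase from T. brucei plus substrate met compound, then ADP (130 uM final). Luminescence was read post 45 min RT.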
Pf growth 48h: inhibits P. falciparum growth in the first generation, 48 h | P. falciparum luciferase growth in erythrocytes, 48 h | Potency, µM (series often up to 28.7 µM), inactives show at the highest dose activity change, negative = inhibition, actives largely listed as inhibitors | hit rate 5.9% among 310,000 | AID 504832
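Read-out is firefly luciferase luminescence from an integrated reporter in P. falciparum, so falling signal marks reduced parasite growth. Infected erythrocytes were at 2% hematocrit and 0.1% parasitemia (final) in Albumax-supplemented RPMI 1640.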
HCV inh: blocks hepatitis C virus. Huh7.5.1 HCVcc-Cre infection, luciferase reporter, 44 h. Potency, µM (top dose mostly 41.8 µM), for inactives: at the highest dose activity change, negative = inhibition, actives largely listed as inhibitors. hit rate 3.4% among 340,000. AID 651820
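Whole-lifecycle infectious HCVcc-Cre system; cells 1,000/well, compound then virus (~0.5 moi) added 4 h after plating, 44 h culture. Luciferase read 15 sec following 15 min substrate incubation, room temp.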
LmPK inh: LmPK (Leishmania mexicana) enzyme inhibition; Q27686; purified LmPK, Kinase-Glo ATP luminescence, 1 h; Potency, µM (series often up to 57.5 µM), for inactives: top-dose activity change, negative = inhibition, actives largely listed as inhibitors; hit rate 0.37% among 290,000
Target sequence (Q27686 whole entry, looked up): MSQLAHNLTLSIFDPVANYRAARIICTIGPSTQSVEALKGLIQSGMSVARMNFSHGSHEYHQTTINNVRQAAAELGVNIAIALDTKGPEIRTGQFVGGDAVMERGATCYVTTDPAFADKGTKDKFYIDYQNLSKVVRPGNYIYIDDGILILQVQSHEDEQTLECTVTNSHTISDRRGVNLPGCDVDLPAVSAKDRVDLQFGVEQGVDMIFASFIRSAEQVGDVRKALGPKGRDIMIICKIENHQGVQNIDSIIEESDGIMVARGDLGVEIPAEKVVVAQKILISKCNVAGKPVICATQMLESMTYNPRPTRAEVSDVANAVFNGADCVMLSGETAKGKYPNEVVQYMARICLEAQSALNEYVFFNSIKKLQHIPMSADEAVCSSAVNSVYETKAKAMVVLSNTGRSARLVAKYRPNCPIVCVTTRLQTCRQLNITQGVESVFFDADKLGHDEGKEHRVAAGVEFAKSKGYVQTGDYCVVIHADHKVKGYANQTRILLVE
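Purified LmPK (0.1 nM) with 0.5 mM PEP and 0.1 mM ADP in imidazole buffer pH 7.2 with MgCl2/KCl, 1 h at room temperature. ATP formed was read by luciferase luminescence and normalized to no-enzyme and uninhibited controls.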
Pf growth 96h: inhibits malaria parasite growth, 96 h; AID 504834; P. falciparum luciferase reporter growth, 96 h; Potency, µM (highest dose often 28.7 µM), for inactives: top-dose activity change, negative = inhibition, actives largely listed as inhibitors; hit rate 6.9% among 320,000
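P. falciparum expressing integrated firefly luciferase, in erythrocytes at 2% hematocrit, 0.05% parasitemia, incubated with compounds 96 h at 37 C, 5% CO2. Growth inhibition read as loss of luminescence; two-generation exposure targets delayed-death apicoplast inhibitors.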
Sm TGR inh: inhibitors of Schistosoma mansoni thioredoxin glutathione reductase; Q962Y6; purified TGR, DTNB reduction, TNB absorbance 405 nm; Potency, µM (titrated, usually from 114 µM), without a hit: at the top dose activity change, negative = inhibition, usual class: inhibitors; hit rate 3% among 360,000; further: nearly all actives have a fitted effect of over 60% in size
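First, TGR (20 nM dispensed) and NADPH were mixed with compound. Second, a 15 min room-temperature incubation followed. Third, further NADPH and then DTNB were added to start the reaction. Finally, TNB absorbance was monitored kinetically.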
An asterisk follows results filed as active; ? = inconclusive; / = not tested or not shown; & = joins results of further samples; [ ] = dose if it differs, or a comment. The call rests on the fitted dose curve; in most records, active means well fitted curve in the direction sought with a large enough effect; inconclusive means small, poorly fitted or top-dose-only effect, or another doubt; inactive means no such curve, though single readings can be large; an effect the other way counts as inactive or inconclusive. On the % scale 0 is the no-effect control and ±100 the full control effect; potency means the concentration at half of the fitted maximal effect. Hits appear at their usual frequency; any-hit rate near 16%.

Sequence of screens: TbPYK inhibitor | Pf growth 96h | Sm TGR inh | HCV inh | Pf growth 48h | LmPK inh
1	COc1ccc(N2CC(C(=O)NCCc3ccc(Cl)cc3)CC2=O)cc1 (centres undefined)
→ 3% | -17% | -2% | -6% | 3% | 9%
2	O=C1CC2(CCN(C(=O)c3ccc(F)c(F)c3)CC2)Oc2ccccc21
→ -18% | 1% | 2% | 26% | 0% | /
3	O=C(NC1CCCCC1)C(c1ccncc1)N(C(=O)Cn1nnc(-c2cccs2)n1)C1CCCC1 (centres undefined)
→ -19% | -12% | -8% | 10% | ? | 1%
4	C=CCN1C(=O)C(CC(=O)Nc2ccc(OC)cc2)SC1=Nc1ccc(S(N)(=O)=O)cc1 (centres undefined)
→ -1% | 25% | 11% | 15% | 19% | 6%
5	COCCN(CCOC)C(=S)Nc1ccccc1Cl
→ -8% | -14% | 1% | -10% | 36%[activator] | 3%
6	CCCNC(=O)c1c(N)n(Cc2ccco2)c2nc3ccccc3nc12
→ -4% | / | -7% | -26% | ? | 1%
7	CCOC(=O)c1c(NC(=O)/C=C/C(=O)O)sc(C)c1-c1ccc(C)c(C)c1
→ -9% | 17% | 3% | -1% | 9.3µM* | 4%
8	CN1CCN(C(=O)c2cc(Cl)cc(Cl)c2NC(=O)c2ccco2)CC1
→ -3% | 33%[activator] | / | 5% | 12% | 2%
9	CC(O)CNc1nc2c(c(=O)n(Cc3ccc(Cl)cc3)c(=O)n2C)n1C (centres undefined)
→ 6%&-7% | 32%[activator] | 2%&-8% | 10% | ? | 0%
10	Cc1cccc(NC(=O)C2CCCN(C(=O)Nc3ccc(F)cc3)C2)c1 (centres undefined)
→ 1% | ? | 14% | -25% | 3% | 0%
11	Cc1nc2c(C)cccc2c(SC(=N)N)c1CC=C(Cl)Cl
→ -13% | -1% | ? | 1% | -1% | 7%
12	O=C(CCSCCC(=O)N1CCCC1)N1CCCC1
→ 3% | -3% | 40µM* | 34%[activator] | 13% | 0%
13	CCn1cc(C(=O)O)c(=O)c2cc(S(=O)(=O)N(C)C)ccc21
→ -8% | 105%[activator] | 2% | 14% | 38%[activator] | -4%
14	CCOC(=O)c1cnc(-c2ccccc2O)nc1Cl
→ -4% | 0% | -2% | ? | 33%[activator] | -14%
15	O=C(CCCN1C(=O)CCC1=O)Nc1ccc2c(c1)OCCO2
→ -6% | 0% | 9% | 3% | 38%[activator] | -3%
16	Cc1c(Cl)cccc1NC(=S)N(Cc1ccco1)C(C)c1ccccn1 (centres undefined)
→ 1% | 1% | 12% | -22% | 3% | 11%[11.5 µM]
17	OCCC1CN(Cc2c(F)cccc2Cl)CCN1C1CCCC1 (centres undefined)
→ -5% | 13µM* | -6% | 0% | -5% | 0%
18	COCCN(C(=O)CCC(=O)Nc1ccccn1)C(C(=O)NC(C)(C)C)c1ccc(OC)cc1 (centres undefined)
→ -4% | ? | 5% | 2% | 1% | -2%
19	COc1ccc(OCC(=O)Nc2ccc3c(c2)nc2n3CCSC2)cc1
→ -2% | -29%[5.75 µM] | ? | -17% | ? | -2%
20	CC(C(=O)N1CCOCC1)N1C(=O)c2ccccc2C1=O (centres undefined)
→ 0% | / | 6% | 14% | 17% | -10%
21	N/C(=N\OC(=O)c1ccc(Cl)c([N+](=O)[O-])c1)c1ccccn1
→ -13% | ? | -22% | ? | 72%[activator] | 1%
22	CCc1ccc(-n2c(C)n[nH]c2=S)cc1
→ ? | 16% | 0% | 19% | 28% | -17%
23	CCc1nnc(NC(=O)COc2ccc(N(C)S(=O)(=O)c3ccc(C)cc3)cc2)s1
→ -1% | 0% | 9% | -23% | -22% | 6%
24	O=C(COc1ccccc1)NNc1nc2c(F)cccc2s1
→ 2% | 39% | 7% | 10% | -14% | 0%
25	COc1ccc(/C=C2\SC(=O)N(CC(=O)NN3CCN(C)CC3)C2=O)cc1OC
→ -11% | 26% | -4% | -3% | 63%[activator] | -5%
26	O=S(=O)(CCOc1ccccc1)c1nc2ccccc2[nH]1
→ 6% | ? | 13µM* | -15% | -12% | 0%
27	O=C(COc1ccc2c3c(c(=O)oc2c1)CCCC3)NCCCN1CCCC1=O
→ 1% | ? | 5% | 1% | -15% | -9%
28	FC(F)Sc1nc2ccccc2[nH]1
→ ? | 28% | -4% | 4% | 21% | -1%
29	COc1ccc(CC(=O)N2CCN(C(=O)c3ccco3)CC2)cc1
→ -11% | / | -29% | 4% | 0% | -9%
30	COCC(=O)Nc1ccc(OCc2ccccc2)cc1
→ -4% | -1% | -3% | 0% | 46%[activator] | -24%

Sequence of screens: TbPYK inhibitor | Pf growth 96h | Sm TGR inh | HCV inh | Pf growth 48h | LmPK inh
31	CNC(=O)c1nnc(Cc2ccc(Cl)cc2)o1
→ -7% | ? | 1% | 7% | / | -4%
32	C=CCc1c(C)nc(N2CCSCC2)[nH]c1=O
→ -5% | 25% | -4% | 2% | -7% | -1%
33	CC1CCCN(Cc2c(O)ccc3c(=O)c(-c4nc5ccccc5s4)c(N)oc23)C1 (centres undefined)
→ 1% | 0.066µM* | 1% | ? | 0.074µM* | -1%
34	CCOc1ccccc1C(=O)NCC(=O)NC(C)c1ccc(-n2ccnc2)cc1 (centres undefined)
→ -3% | ? | 0% | ? | ? | /
35	COc1ccc2c3c(cccc13)C(=O)N(O)C2=O
→ -14% | 15% | 6% | ? | 13µM* | 0%
36	O=C(COC(=O)/C=C/c1ccc(C(F)(F)F)cc1)NC1CCS(=O)(=O)C1 (centres undefined)
→ 10% | -1% | -1% | 2% | 7% | /
37	O=C(CC12CC3CC(CC(Br)(C3)C1)C2)Nc1nncs1
→ 0% | 23% | -7% | 6% | 7% | -1%
38	CSc1cccc(NC(=O)COc2ccccc2)c1
→ ? | / | -1% | -9% | 51%[activator] | 1%
39	COC(=O)c1ccc(NC(=O)Nc2ccc(F)cc2F)cc1
→ 2% | 8% | 8% | 11µM* | 246%[activator] | 0%
40	O=C(CCC1CCCNC1)c1ccccc1 (centres undefined)
→ / | ? | 0% | / | -1% | -7%
41	O=C(NCCn1cc(SCc2ccccc2F)c2ccccc21)c1c(F)cccc1F
→ 6% | 0% | -14% | ? | 5% | 0%
42	C=CCOc1ccc(CNn2cn[nH]c2=S)cc1OC
→ ? | 46%[activator] | 23% | 19% | 10% | -5%
43	COc1cccc(CC(=O)N2CCN(Cc3cccc(Cl)c3)CC2)c1
→ -2% | -16% | -18% | -16% | 0% | -1%
44	O=C(Nc1nnc(-c2ccccc2SCc2ccccc2F)s1)Nc1ccccc1F
→ 1% | 25% | -20% | 25% | / | -3%
45	CC(=O)Nc1cccc(OCc2ccc(F)cc2)c1
→ -2% | 21% | 12% | 15% | 5%[5.75 µM] | 4%
46	Cn1c(=O)c2[nH]c(-c3ccccc3Cl)c(O)c2n(C)c1=O
→ 0% | 13µM* | -25% | 30%[activator] | 4.7µM* | 2%
47	Cc1ccccc1NC(=S)NC12CN3CN(CN(C3)C1)C2
→ 4% | 96%[activator] | -8% | -7% | 11% | -4%
48	c1ccc2[nH]c(CN3CCN(c4ncnc5c4oc4ccccc45)CC3)nc2c1
→ -6% | 24% | -5% | -32% | ? | 1%
49	C/C(=N\NC(=O)C(=O)Nc1ccc(C)c(Cl)c1)c1ccncc1
→ -2% | -16% | -12% | 0% | 17% | 9%
50	CCCCN(C)CCCNC(=O)c1cc(-c2cccs2)nc2ccccc12
→ 0% | -14% | ? | ? | 5%[0.00184 µM] | 0%
51	COc1ccc(N2CCN(C(=O)CSc3nnc4c5cc(C)ccc5n(C)c4n3)CC2)cc1
→ 0% | 7% | ? | -20% | -11% | 5%
52	O=C(CCc1ccc(S(=O)(=O)N2CCOCC2)cc1)N1CCCC1
→ 1% | ? | 5% | -3% | -12% | 0%
53	COc1ccc(N(C(=O)c2snc(C(N)=O)c2N)C(C(=O)NCc2ccc(F)cc2)c2ccc(O)cc2)cc1 (centres undefined)
→ 4% | ? | -8% | ? | 0% | -5%
54	O=C1NC(=O)C(c2ccc(F)cc2)N1 (centres undefined)
→ -8% | 51%[activator] | -5% | -4% | 37%[activator] | -3%
55	O=C(Cc1c(O)c2ccccc2oc1=O)c1ccc(F)cc1
→ -4% | 85%[activator] | -16% | -25% | 98%[activator] | /
56	Cc1cc(C(=O)NC2CCCc3c2cnn3-c2ccc(C)c(C)c2)n(C)n1 (centres undefined)
→ 8% | ? | -3% | 8.9µM* | ? | -1%
57	CCC(=NCCO)c1c(O)n(-c2ccc(Cl)cc2)c(=O)[nH]c1=O
→ -4% | -21% | -13% | 17% | 60%[activator] | -7%
58	Cc1cc(=O)n2nc(N3CCC(C(=O)NC(C)c4ccccc4)CC3)sc2n1 (centres undefined)
→ 1% | / | 1% | ? | -7% | 1%
59	O=C(COC(=O)c1ccc(Cl)c(S(=O)(=O)N2CCc3ccccc3C2)c1)Nc1ncc(Cl)cc1Cl
→ -5% | -3% | -1% | 30% | -23% | -1%
60	COc1ccc(-c2nnc(SC(C)C(=O)NC3CC3)o2)cc1 (centres undefined)
→ -2% | ? | 4% | 5% | 10µM* | /

Complete entries as entered above. Order of screens: TbPYK inhibitor, Pf growth 96h, Sm TGR inh, HCV inh, Pf growth 48h, LmPK inh
Shown for `O=C(NCCn1cc(SCc2ccccc2F)c2ccccc21)c1c(F)cccc1F` = 6%, 0%, -14%, ?, 5%, 0%
Shown for `C=CCOc1ccc(CNn2cn[nH]c2=S)cc1OC` = ?, 46%[activator], 23%, 19%, 10%, -5%
Shown for `COc1ccc(-c2nnc(SC(C)C(=O)NC3CC3)o2)cc1` (centres undefined) = -2%, ?, 4%, 5%, 10µM*, /
Shown for `Cc1cc(C(=O)NC2CCCc3c2cnn3-c2ccc(C)c(C)c2)n(C)n1` (centres undefined) = 8%, ?, -3%, 8.9µM*, ?, -1%
Shown for `CCOc1ccccc1C(=O)NCC(=O)NC(C)c1ccc(-n2ccnc2)cc1` (centres undefined) = -3%, ?, 0%, ?, ?, /

Later entries
Sequence of screens: TbPYK inhibitor | Pf growth 96h | Sm TGR inh | HCV inh | Pf growth 48h | LmPK inh
61	N#Cc1cccc(NC(=O)COC(=O)C2CCC2)c1
→ 2% | 15% | 1% | 11% | 10% | /
62	O=C(CSc1n[nH]c(-c2cccnc2)n1)Nc1ccc([N+](=O)[O-])cc1Br
→ 1% | 29% | 9% | -19% | 1% | -2%
63	COc1ccc(OC)c(-n2c(=S)[nH]c3cc(C(=O)N4CCN(c5ccccc5)CC4)ccc3c2=O)c1
→ -6% | ? | 3% | 20% | ? | -5%
64	COc1ccc(CCNC(=O)CSc2nc3[nH]ncc3c(=O)n2-c2cccc(C(F)(F)F)c2)cc1OC
→ 2% | ? | -3% | -14% | -16% | 1%
65	Cc1c(NC(=O)c2cc(C(C)C)on2)c(=O)n(-c2ccccc2)n1C
→ -3% | 26% | 5% | 10% | 22% | -2%
66	CN1C(=O)C2(C(C#N)=C(N)Oc3n[nH]c(-c4ccc(Cl)cc4)c32)c2ccccc21 (centres undefined)
→ 1% | -17% | 11% | -5% | -3% | 7%
67	Cc1ccc(-c2cc3onc(-c4ccccc4)c3c(=O)n2C)cc1
→ -2% | 16% | -1% | -10% | 154%[activator] | /
68	CCN1CNC(=S)N(c2cc(C)ccc2C)C1
→ -12% | 34%[activator] | -17% | 9% | 1% | 1%
69	CSc1ccccc1C(=O)Nc1ccc2c(c1)CCC2
→ 5% | 92%[activator] | -2% | 8% | 101%[activator] | -15%
70	COc1ccc(N2CCN(C(=O)c3ccc(Cl)c(S(=O)(=O)N4CCCC4)c3)CC2)cc1
→ 0% | ? | 6% | ? | ? | -6%
71	Cc1ccc(OCCC(=O)OCC(=O)NNC(=O)c2ccccc2)cc1
→ 3% | 17% | -11% | 16% | 56%[activator] | /
